NPY-Y1 antag = blocks the human neuropeptide Y Y1 receptor. P25929. HEK293-CNG Y1 cells, membrane potential fluorescence; NPY at EC95, then isoproterenol. 200,000 tested, 1% active. inhibition, % at 3.6 µM. AID 1040;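 active = inhibition above the campaign mean inhibition of all tested compounds plus 3 SD, cut at about 20% in these data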;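 note: 0% = DMSO wells given NPY plus isoproterenol and 100% = isoproterenol alone without NPY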
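Material: HEK293 Y1/CNG channel cell line; also added: NPY (25 nM), isoproterenol (1 µM), Ro 20-1724 (25 µM); doses: one concentration, 3.6 µM, in 0.4% DMSO; schedule: compound incubation 1 h at room temperature, readout 45 min post-stimulation; technique: membrane potential fluorescence; measure: fluorescence ratio normalized to % inhibition between controls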
S1P4 antag = blocks the human S1P4 receptor; 220,000 tested, 0.26% active; O95977; AID 1510; inhibition, % at 4.98 µM; S1P4-expressing cells, antagonist mode, reporter read-out; in the data active = inhibition above about 29%;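 note: 0% = wells stimulated with agonist and 100% = vehicle wells without agonist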
Target sequence (O95977 whole entry, looked up): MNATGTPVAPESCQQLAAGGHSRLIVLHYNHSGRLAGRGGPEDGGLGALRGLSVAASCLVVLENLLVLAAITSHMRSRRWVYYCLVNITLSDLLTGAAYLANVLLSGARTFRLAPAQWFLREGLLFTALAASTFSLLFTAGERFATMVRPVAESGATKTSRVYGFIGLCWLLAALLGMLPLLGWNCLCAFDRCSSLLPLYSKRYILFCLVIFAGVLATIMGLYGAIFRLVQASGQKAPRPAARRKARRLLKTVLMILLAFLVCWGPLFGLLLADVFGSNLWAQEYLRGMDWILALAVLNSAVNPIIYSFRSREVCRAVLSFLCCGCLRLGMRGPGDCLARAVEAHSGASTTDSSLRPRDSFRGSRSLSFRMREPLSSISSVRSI
S1P4 ag = human S1P4 receptor agonism; 220,000 tested, 0.35% active; activation, % at 4.98 µM; S1P4-expressing cell line, agonist reporter assay; AID 1509; in the data active = activation above about 11%;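 note: 0% = DMSO vehicle and 100% = reference agonist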
BaF3 parental = counter-screen for JAK2V617F inhibitors: parental Ba/F3 viability inhibitors; CellTiter-Glo ATP luminescence; inhibition, % at 5.6 µM; 220,000 tested, 1.1% active; AID 1486;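 active = inhibition above a per-campaign cutoff, the mean inhibition of all tested compounds plus 3 SD, cut at about 27% in these data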;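 note: 0% = DMSO wells and 100% = JAK Inhibitor I control wells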
NPY-Y1 PAM-ag = potentiators or agonists of human neuropeptide Y receptor Y1 | 220,000 tested, 0.37% active | P25929 | AID 1304 | activation, % at 3.6 µM | NPY-Y1 expressing cells, potentiator/agonist activation; in the data active = activation above about 33%, passing the limit was not always enough;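 note: cells stimulated with NPY at EC10 then isoproterenol at EC100; 0% = low agonist plus stimulus and 100% = saturating agonist plus stimulus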
CHOP inhibitor = inhibitors of CHOP induction in ER stress response | AID 2732 | CHO-K1 CHOP-promoter luciferase, tunicamycin-induced, 15-18 h | 220,000 tested, 3.8% active | inhibition, % at 10 µM;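 active = compounds that reduced the stress-induced luciferase reporter signal by more than about 70% of percent inhibition, limit read from the data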;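 note: 0% = tunicamycin plus vehicle and 100% = wells without tunicamycin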
NPY2 pot ag = potentiators or agonists of human neuropeptide Y receptor Y2 | P49146 | cells expressing NPY-Y2, potentiator/agonist read-out | activation, % at 3.6 µM | 220,000 tested, 0.45% active | AID 1359; in the data active = activation above about 27%;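 note: cells stimulated with NPY near EC25 plus isoproterenol at EC100; 0% = vehicle plus submaximal agonist and 100% = vehicle plus saturating agonist; some results beyond the cut were filed as inactive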
Target sequence (P49146 whole entry, looked up): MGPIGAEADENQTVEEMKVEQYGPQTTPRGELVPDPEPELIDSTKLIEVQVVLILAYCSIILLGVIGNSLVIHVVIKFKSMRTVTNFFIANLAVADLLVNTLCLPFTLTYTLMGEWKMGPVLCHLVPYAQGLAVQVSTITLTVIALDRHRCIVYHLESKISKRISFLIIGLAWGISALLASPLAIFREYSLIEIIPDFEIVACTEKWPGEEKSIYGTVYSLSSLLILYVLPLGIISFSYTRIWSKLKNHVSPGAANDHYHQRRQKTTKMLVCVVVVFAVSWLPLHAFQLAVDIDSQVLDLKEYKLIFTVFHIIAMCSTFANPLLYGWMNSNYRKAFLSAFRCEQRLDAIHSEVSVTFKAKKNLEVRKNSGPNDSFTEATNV
p47phox inh = inhibitors of human p47phox binding; p47phox/p22phox peptide binding, fluorescence polarization, 2 h; inhibition, % at 24.7 µM; P14598; 220,000 tested, 0.53% active;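 active = inhibition above about 30%, limit read from the data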;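 note: 0% = p47phox with labelled peptide and 100% = labelled peptide alone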
Ba/F3 V617F tox = lowers viability of Ba/F3 cells expressing EpoR and JAK2V617F; inhibition, % at 5.6 µM; ATP luminescence; 220,000 tested, 1.1% active;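 active = inhibition above the campaign mean plus 3 SD over all tested compounds, cut at about 24% in these data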;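 note: cytokine-independent growth of Ba/F3 cells driven by EpoR plus mutant JAK2; 0% = DMSO-treated cells and 100% = JAK inhibitor I control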
Active calls of the source: *; nt = not tested or not shown.

compound	BaF3 parental	S1P4 ag	NPY-Y1 PAM-ag	NPY2 pot ag	CHOP inhibitor	S1P4 antag	NPY-Y1 antag	p47phox inh	Ba/F3 V617F tox
O=C(CN1C2=NCCCN2c2ccccc21)c1ccc([N+](=O)[O-])cc1	8.0	0.2	16.2	-0.3	-7.9	-5.7	2.3	1.2	4.8
Cc1cc(C)c(S(=O)(=O)N2CCOC2CNC(=O)C(=O)NCc2cccnc2)c(C)c1 (stereo not given)	5.8	1.4	-13.3	3.6	10.2	-4.7	-4.2	-9.3	-1.8
O=[N+]([O-])c1ccc2[nH]c(O)c(N=NC(=S)Nc3cccnc3)c2c1	-0.8	0.9	16.4	8.9	45.7	-25.0	nt	-0.9	4.1
O=C(/C=C/c1ccccc1)OCc1cnc(Cl)s1	3.8	-1.1	-31.2	-15.7	15.4	-0.6	2.4	-8.6	-0.1
C/C(=N\NC(=O)c1ccccc1[N+](=O)[O-])c1ccc(Br)s1	5.0	1.3	8.2	18.7	8.5	-0.2	-0.2	5.8	2.2
COc1ccc(OC)c(/C=N/NC(=O)c2ccc(=O)[nH]n2)c1	-1.7	-0.3	16.7	5.1	15.2	-4.2	nt	-11.8	-1.4
Cc1ccc(-n2c(=O)c3ccc(C(=O)NCc4ccco4)cc3n(Cc3ccccc3C#N)c2=O)cc1	1.7	2.2	-15.4	-7.3	6.3	-1.3	7.8	0.3	-3.3
COc1ccccc1-c1nc2n(n1)C(c1cccs1)C(C(=O)Nc1cccnc1)=C(C)N2 (stereo not given)	6.2	-1.6	-32.8	0.7	13.5	3.2	-0.5	-11.9	3.5
Cc1ccc(C(=O)Oc2oc(-c3ccccc3)nc2C=Nc2ccc(N(C)C)cc2)cc1	10.1	-0.8	17.7	4.2	11.9	15.8	0.3	-143.5	4.7
CCN1CCN(C(c2ccccc2)c2nnnn2Cc2ccc(OC)cc2)CC1 (stereo not given)	7.9	0.7	-2.8	6.4	-4.9	-4.6	7.3	-1.1	-1.1
COc1ccc2[nH]cc(/C=N/NS(=O)(=O)c3ccc(C)cc3)c2c1	5.1	2.9	22.0	33.3	31.1	-1.6	nt	-10.5	15.5
COC(=O)c1ccc(CSc2nnnn2Cc2ccccc2)cc1	6.5	-1.2	0.4	-5.4	48.1	-18.4	0.5	-18.0	-0.5
Cc1nn(C)c(C)c1NC(=O)c1ccnn1C	13.0	1.6	-0.2	-4.4	24.7	-4.5	-2.4	-0.6	6.8
CCC(Sc1nc(C)cc(=O)[nH]1)C(=O)Nc1nc(-c2ccccc2)cs1 (stereo not given)	6.1	0.8	5.2	-9.9	11.3	-0.2	6.6	-15.8	-3.7
COc1ccc(OCCC(=O)NC2=NCCS2)cc1	1.5	2.6	-2.7	4.0	50.5	9.0	2.7	0.9	-2.9
Cc1cc(C)c2c(c1)NC(c1cc3c(cc1Br)OCO3)C1CC=CC21 (stereo not given)	3.4	1.2	4.1	2.2	25.4	-5.1	10.6	-18.6	-2.9
CCOc1cc(/C=N/NC(=O)Cn2nc([N+](=O)[O-])cc2C)cc(Br)c1OCc1ccccc1C	0.2	0.3	-3.9	9.3	59.9	-0.6	8.1	-10.2	-2.4
C/C(CCN1CCc2nc(-c3ccccc3)c(-c3ccccc3)cc2C1)=N\O[C@@H](C)c1cc(-c2c(C)cc(C)cc2C)no1	8.6	-0.5	-11.7	-15.9	7.5	1.6	6.5	-26.2	0.9
O=C(Cn1nc(C(=O)O)c2ccccc2c1=O)NCC1CCCO1 (stereo not given)	9.6	1.1	-4.4	9.4	6.7	-0.1	2.9	-13.6	-1.3
Cc1ccc(N=C2SC(C(=O)O)CC(=O)N2C)cc1C (stereo not given)	2.3	0.9	8.4	-9.2	5.2	-0.7	11.4	5.6	3.4
O=C(O)c1cccc(NS(=O)(=O)c2ccc3nnn(O)c3c2)c1	8.7	-0.3	-3.4	11.2	2.1	-5.0	8.8	-11.9	6.1
Cn1c(CN2CCCC2)nc2cc(NC(=O)COc3ccc(Cl)cc3)ccc21	7.5	1.3	-20.1	6.3	32.5	-10.0	-1.4	-7.0	-0.3
CC(=O)c1cccc(NC(=O)CN(Cc2ccccc2)S(C)(=O)=O)c1	3.2	1.0	-0.1	12.3	12.0	-17.9	3.3	-6.3	0.8
O=C(CC1SC(=Nc2ccc(O)cc2)NC1=O)Nc1ccccc1 (stereo not given)	0.6	1.2	20.8	16.5	6.6	-3.3	nt	-5.9	-3.9
Cc1cc(=O)nc2c3ccccc3n(C(C)C(=O)NCCC(C)C)n12 (stereo not given)	-1.4	-0.2	7.7	-9.0	17.0	-1.2	nt	-13.9	-1.1
COc1ccccc1Cn1c(=S)[nH]c2cc(C(=O)NCc3cccnc3)ccc2c1=O	5.2	2.9	16.8	18.4	4.0	-8.2	-9.4	-8.0	-2.1
CCC(C)[C@H](NC(=O)NCc1ccc(S(N)(=O)=O)cc1)C(=O)OC (stereo not given in full)	-1.2	-2.5	10.2	11.7	-5.8	6.5	-1.6	-3.4	-1.4
COC(=O)c1ccc2c(c1)NC(=O)C(N(CC(C)C)CC(C)C)S2 (stereo not given)	-1.1	0.9	1.3	3.8	57.7	-1.2	nt	-17.0	-6.8
CCOC(=O)c1cc([N+](=O)[O-])sc1NC(=O)c1ccc(S(=O)(=O)N2CC3(C)CC2CC(C)(C)C3)cc1 (stereo not given)	3.0	-1.3	10.7	-2.5	30.8	-3.7	-1.9	-43.2	-2.2
S=C(NCCc1ccccc1)Nc1ccc(Nc2ccccc2)cc1	7.1	0.3	-13.9	-13.6	-10.0	13.2	-0.1	-7.5	2.9
O=C(CSc1nnc(-c2ccc(F)cc2)c2ccccc12)Nc1ccccc1	2.5	2.2	-8.6	1.0	40.8	-2.3	2.5	-40.6	0.9
CC(=O)Oc1ccc(C(=O)O)cc1OC(C)=O	-2.4	0.9	4.0	6.2	20.9	-9.4	4.9	-3.0	-3.5
COC(=O)C1=C(C)OC(N)=C(C#N)C1c1ccccc1F (stereo not given)	2.6	-2.1	-14.2	-6.8	-42.9	1.7	-5.0	-3.2	-2.4
O=C(Nc1ccc2oc(=O)ccc2c1)c1ccco1	1.5	0.8	0.9	4.5	-4.6	4.4	3.4	1.3	-2.4
COC(=O)c1ccc(NC(=O)C(=O)N2CCN(C(=S)Nc3ccccc3OC)CC2)cc1	5.6	-0.2	-23.3	8.9	15.7	-7.5	5.5	-21.8	-0.1
S=C(NCCc1ccccc1)N1CCN(Cc2ccccc2)CC1	5.4	-1.4	-2.2	1.8	-20.1	-2.2	2.0	7.0	-3.9
COc1cc(OC)c(N(C)S(=O)(=O)c2cccc(C(=O)NC3=NCCS3)c2)cc1Cl	-11.7	1.3	10.0	-4.7	18.9	4.5	nt	-39.2	-2.8
CC1(C)CC(=O)N(CC(=O)NC2CCCC2)c2ccccc2S1(=O)=O	4.7	-0.8	4.0	-2.7	34.3	-4.5	-0.8	-10.1	0.9
CC(=O)N(c1ccc(Cl)cc1)c1cn(C(C)=O)c2ccccc12	1.8	1.4	6.9	4.8	16.8	-8.5	2.9	-2.0	-0.5
CC(c1ccccc1)N1CCn2c(nc3cc(NC(=O)NC4CCCCC4)ccc32)C1 (stereo not given)	5.1	2.6	-10.4	-16.4	-8.1	2.9	9.0	-18.9	-0.4
CCN(CC)c1ccc(NC(=O)COc2ccc(N(C)S(=O)(=O)c3cccs3)cc2)cc1	5.0	-0.8	33.5	15.6	17.1	4.2	-3.6	-13.8	-2.5
Cc1cc(C(=O)N/N=C/C=C/c2ccc3c(c2)OCO3)n[nH]1	4.0	-2.3	-12.9	-16.4	-7.3	2.3	1.9	-5.2	2.6
Cc1cc(C)c(OCC(=O)OCCNC(=O)c2cccnc2)c(C)c1	5.4	0.9	-25.9	15.4	-0.3	-5.0	4.3	-6.7	-1.1
COc1cc(NC(=O)c2ccco2)c(OC)cc1NC(=O)c1cc(OC)c(OC)c(OC)c1	8.4	-0.4	-6.3	-4.8	27.2	-8.2	5.1	-1.7	6.2
C=CCN1C(=O)C(CC(=O)Nc2ccc(OC)cc2)N(Cc2ccco2)C1=S (stereo not given)	8.0	-2.9	11.4	4.3	8.8	-3.6	-5.4	-8.8	6.0
COc1ccccc1N1CCN(c2cc(=O)n(-c3ccccc3Cl)c(=O)[nH]2)CC1	6.1	-3.0	-1.4	11.1	18.7	-5.2	14.4	-6.5	2.1
Cc1c([N+](=O)[O-])c(N)nn1C	-4.0	-1.3	7.6	5.9	4.1	1.4	nt	-3.8	-1.8
C(=N\c1nc2ccccc2n1CCN1CCCCC1)/c1ccc2c(c1)OCO2	9.3	1.0	-23.3	-22.8	-4.8	-0.3	11.5	-9.2	4.9
CC1(C(=O)OCC(=O)c2c[nH]c3ccccc23)CC1(Cl)Cl (stereo not given)	6.3	-0.8	-1.8	-7.0	36.5	-33.8	-7.0	-10.5	1.8
O=C(c1ccccn1)N1N=C2/C(=C/c3ccc(F)cc3)CCCC2C1c1ccc(F)cc1 (stereo not given)	4.6	0.1	11.0	2.8	19.7	-20.1	0.6	-1.6	-0.1

Carrying on:
compound	BaF3 parental	S1P4 ag	NPY-Y1 PAM-ag	NPY2 pot ag	CHOP inhibitor	S1P4 antag	NPY-Y1 antag	p47phox inh	Ba/F3 V617F tox
N#CC1=C2SCC(O)(c3ccccc3)N2C(=O)CC1c1ccccc1 (stereo not given)	79.5*	-1.1	-23.4	-8.2	nt	-14.4	13.1	-39.8	81.6*
O=C(CN(c1ccc2c(c1)OCCO2)S(=O)(=O)c1ccccc1)NCc1ccco1	1.4	-0.2	-0.2	-3.0	-7.0	5.7	0.2	-1.4	-2.0
Cc1ccc(C(=O)c2cn[nH]c2-c2cc(Cl)ccc2O)cc1	2.2	-0.2	-2.6	-7.6	55.0	1.1	-7.3	-2.1	-1.3
CC(=O)Oc1ccc2oc(C)c(C(=O)N3CCOCC3)c2c1	-1.3	-0.8	-5.7	-11.4	29.4	11.9	-0.1	0.9	4.2
Cc1cc(C(=O)Nc2nc3c(s2)CCCC3)cs1	12.2	-0.5	-0.5	13.0	27.9	0.7	-2.8	-5.9	12.0
CCN(CC)Cc1c(C(=O)N2CCc3ccccc3C2)nc2ccc(Cl)cn12	4.3	0.5	-0.2	-4.4	15.5	-9.2	5.9	-17.3	-2.2
CCOC(=O)CNS(=O)(=O)c1cc(-c2nnc(Nc3ccc4c(c3)OCO4)c3ccccc23)ccc1C	2.1	1.6	0.7	3.4	42.1	-15.8	-3.2	4.1	-0.5
CCOc1ccc2c(c1)sc1nc(C(=O)OC)cc(=O)n12	1.3	-0.7	-1.8	13.7	nt	9.2	5.8	nt	-2.8
Nc1n[nH]c(N)c1N=Nc1ccc2c(c1)OCO2	0.8	0.4	-15.1	9.2	-10.3	-0.8	-3.2	0.8	4.3

Two compounds drawn at random from the list so far:
compound	BaF3 parental	S1P4 ag	NPY-Y1 PAM-ag	NPY2 pot ag	CHOP inhibitor	S1P4 antag	NPY-Y1 antag	p47phox inh	Ba/F3 V617F tox
CCOc1ccc2c(c1)sc1nc(C(=O)OC)cc(=O)n12	1.3	-0.7	-1.8	13.7	nt	9.2	5.8	nt	-2.8
Nc1n[nH]c(N)c1N=Nc1ccc2c(c1)OCO2	0.8	0.4	-15.1	9.2	-10.3	-0.8	-3.2	0.8	4.3

Screening results from PubChem BioAssay.

Not a hit list; 7.1% or so of the library scored in one or more.
